GPR151 activ = activates the human receptor GPR151; Q8TDV0; PathHunter beta-arrestin GPR151 cells, luminescence; activation, % at 11.2 µM; 650,000 compounds, 1% hits; in the data active means activation above about 4.9%;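 further: 0% = median of compound wells and 100% = cells with positive control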
Target sequence (Q8TDV0 whole entry, looked up): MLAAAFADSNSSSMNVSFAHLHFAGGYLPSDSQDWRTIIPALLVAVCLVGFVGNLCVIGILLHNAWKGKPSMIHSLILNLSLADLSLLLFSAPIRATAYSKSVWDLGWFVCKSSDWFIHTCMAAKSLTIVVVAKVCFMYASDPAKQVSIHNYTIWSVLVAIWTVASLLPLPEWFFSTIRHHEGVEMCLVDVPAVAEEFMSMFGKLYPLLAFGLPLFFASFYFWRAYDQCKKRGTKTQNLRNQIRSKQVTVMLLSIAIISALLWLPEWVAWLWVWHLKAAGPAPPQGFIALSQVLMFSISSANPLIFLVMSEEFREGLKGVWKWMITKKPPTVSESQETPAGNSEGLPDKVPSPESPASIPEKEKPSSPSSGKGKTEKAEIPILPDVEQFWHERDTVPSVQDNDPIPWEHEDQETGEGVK
MITF primary = inhibitors of human MITF. AlphaScreen MITF homodimerization, bead proximity signal. inhibition, % at 2.6 µM. 650,000 compounds, 0.91% hits; in the data active means inhibition above about 50%;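 further: 0% = vehicle wells with protein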
Target sequence (O75030 whole entry, looked up): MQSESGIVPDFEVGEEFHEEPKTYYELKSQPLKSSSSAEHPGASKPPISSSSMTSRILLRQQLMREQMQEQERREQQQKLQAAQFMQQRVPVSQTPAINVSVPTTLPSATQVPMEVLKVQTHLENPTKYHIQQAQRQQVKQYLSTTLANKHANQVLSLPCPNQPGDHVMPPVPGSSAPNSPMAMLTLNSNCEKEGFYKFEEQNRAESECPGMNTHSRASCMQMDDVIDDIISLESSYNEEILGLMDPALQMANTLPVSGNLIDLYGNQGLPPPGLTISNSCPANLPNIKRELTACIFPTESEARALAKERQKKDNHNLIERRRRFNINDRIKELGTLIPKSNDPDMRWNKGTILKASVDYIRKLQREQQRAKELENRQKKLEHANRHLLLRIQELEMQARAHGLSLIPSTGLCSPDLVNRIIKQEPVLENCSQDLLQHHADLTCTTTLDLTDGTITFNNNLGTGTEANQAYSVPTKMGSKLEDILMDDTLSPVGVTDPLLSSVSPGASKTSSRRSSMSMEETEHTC
TEAD-YAP block = TEAD-YAP interaction inhibition. HEK-TIYL cells, TEAD-Gal4/YAP UAS-luciferase luminescence. inhibition, % at 9.12 µM. 640,000 compounds, 1.4% hits; in the data active means inhibition above about 32%;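 further: 0% = median of test compound wells and 100% = reference inhibitor wells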
FBW7 act = activators of human E3 ligase FBW7. AID 1259310. normalized activity (activation), % at 26.1 µM. 650,000 compounds, 0.13% hits. AlphaScreen FBW7–phospho-cyclin E peptide binding, activator screen; in the data active means normalized activity above about 1.9%;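 further: purified mutant Fbw7 with reduced substrate affinity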
* marks the source's active call; other numbers are inactive results; & = joins results of further samples; ! = not active in a repeat.

Keys – A = GPR151 activ; B = MITF primary; C = TEAD-YAP block; D = FBW7 act
CCOC(=O)C1=C(C(=O)OCC)SC(=C2C(=S)C(C)(C)N(C(=O)CC(C)C)c3cc(C)ccc32)S1
  A: -0.4	B: 31	C: 16	D: -0.1
CN(C)c1ccc(-c2c3c(nn2-c2ccccc2)CC(C)(C)CC3=O)cc1
  A: 1.6	B: -5	C: -5	D: 0.1
Cc1ccc(F)c(NC(=O)C2CC(=O)N(c3ccc(Cl)cc3)C2)c1 (stereo not given)
  A: 0.7	B: 5	C: -2	D: 0.0
Cc1ccc(C(=O)N/C(=C/c2ccc(Cl)cc2)C(=O)NCC(=O)O)cc1
  A: 0.3	B: -11	C: -6	D: 0.2
CCCCOCCCNC(=O)c1ccccc1OCC
  A: -0.9	B: 4	C: 8	D: 0.8
O=C1NN(c2ccccc2)C(=O)/C1=C/c1ccc(-c2ccc(F)cc2F)o1
  A: 0.9	B: -2	C: -15	D: 0.0
Cc1cc(=O)oc2ccc(OC(=O)CN3C(=O)c4cccc([N+](=O)[O-])c4C3=O)cc12
  A: 0.0	B: 3	C: -3	D: 0.0
Cc1cc(NCc2cccc(C(F)(F)F)c2)nc(Nc2ccncc2)n1
  A: -0.7	B: 0	C: 0	D: 0.2
COc1ccc(NC(=O)C2CC(=O)N(c3ccc(Oc4ccccc4)cc3)C2)cc1 (stereo not given)
  A: 0.3	B: 12	C: 0	D: 0.3
COCCN1C(=O)CC(CC(=O)N2CCN(C)C[C@@H]2C(C)C)(c2cccc(OC)c2)C1=O (stereo not given in full)
  A: 1.1	B: 2	C: 1	D: 0.0
C/C(=N\NC(=O)c1ccc(-c2ccccc2)cc1)c1ccc(O)cc1
  A: -0.1	B: -2	C: 16	D: 0.2
O=C(NCn1nnc(-c2ccncc2)n1)c1ccccc1
  A: -0.1	B: -1	C: 0	D: 0.1
COc1ccc(Cl)cc1CN1CCN(c2cc(Nc3ccc4c(c3)OCCO4)c3c4c(onc24)-c2ccccc2C3=O)CC1
  A: -0.2	B: -17	C: 2	D: 0.2
CCC1CCCCN1C(=O)c1ccc(N2CC3CC(C2)c2cccc(=O)n2C3)c(NC(=O)c2ccc(C(C)(C)C)cc2)c1 (stereo not given)
  A: -1.6	B: 6	C: -15	D: 0.6
CN(CCc1ccccn1)OC(=O)Cn1c(=O)oc2cc(Cl)ccc21
  A: -0.8	B: 15	C: 12	D: 0.2

The last two entries of the part before come first, to join the parts.
Keys – A = GPR151 activ; B = MITF primary; C = TEAD-YAP block; D = FBW7 act
CCC1CCCCN1C(=O)c1ccc(N2CC3CC(C2)c2cccc(=O)n2C3)c(NC(=O)c2ccc(C(C)(C)C)cc2)c1 (stereo not given)
  A: -1.6	B: 6	C: -15	D: 0.6
CN(CCc1ccccn1)OC(=O)Cn1c(=O)oc2cc(Cl)ccc21
  A: -0.8	B: 15	C: 12	D: 0.2
O=C(COCc1ccccc1)Nc1ccc(-c2cn[nH]c2)cc1OCCN1CCCC1
  A: 1.4	B: 10	C: -15	D: -0.3
Brc1ccc(-c2cnnc(N3CCCC3)n2)cc1
  A: -1.6	B: 4	C: 10	D: 0.1
CC(C)(C)c1cc(Sc2c(Cl)c(Cl)nc(NNC(=S)Nc3ccc(C(F)(F)F)cc3)c2Cl)cc(C(C)(C)C)c1O
  A: -0.5	B: 7	C: 3	D: 0.0
COC(=O)C1=CN(Cc2ccccc2)C=C(C(=O)OC)C1c1ccc(OC)c(OC)c1
  A: -0.2	B: -20	C: 14	D: 0.2
O=[N+]([O-])c1ccc(N2CCN(S(=O)(=O)c3ccc4ccccc4c3)CC2)cc1NCc1ccco1
  A: -0.3	B: 20	C: 3	D: 0.0
Cn1c(=O)c2cc(S(=O)(=O)NCCC(=O)NC3CCCCCC3)ccc2n(C)c1=O
  A: 0.0	B: 12	C: 8	D: 0.4
NS(=O)(=O)c1cccc2c1c([N+](=O)[O-])cc1[nH]c(=O)c(=O)[nH]c12
  A: -0.1&0.3&-0.4	B: 69*!	C: -2	D: 0.8&-0.2&-0.1
CCc1ccc2nc(SCC(=O)N3CCOCC3)c(C#N)cc2c1
  A: -1.5	B: -1	C: -72	D: -0.1
CC(NC(=O)Nc1ccc(S(N)(=O)=O)cc1)(C(F)(F)F)C(F)(F)F
  A: 4.9*	B: 22	C: -2	D: -0.1
O=C(/C=C/c1ccccc1)NNC(=O)c1cccc([N+](=O)[O-])c1
  A: -1.2	B: 3	C: 5	D: 0.4
COc1ccc(C2CC(C(F)(F)F)n3nc(C(=O)Nc4ccccc4C(F)(F)F)c(Cl)c3N2)cc1OC (stereo not given)
  A: 0.5	B: -1	C: 4	D: -0.1
COCCN(Cc1cc2ccc(OC)cc2nc1N(C)C)C(=O)c1cc(C)c(C)[nH]c1=O
  A: 0.2	B: 3	C: -5	D: -0.2
COc1ccc(N/C(C)=C/C(=O)ONC(=O)c2ccccc2)cc1
  A: 0.6	B: 6	C: -24	D: 0.0
Cc1cc([N+](=O)[O-])nn1C(=O)c1nn(C)cc1[N+](=O)[O-]
  A: -0.5	B: 7	C: 8	D: 0.0
CCOc1cc(C2C3=C(CC(C)(C)CC3=O)N(CCOC)C3=C2C(=O)CC(C)(C)C3)ccc1O
  A: -0.8	B: 4	C: 0	D: 0.0

Other results follow.
Keys – A = GPR151 activ; B = MITF primary; C = TEAD-YAP block; D = FBW7 act
COc1ccc2c(c1)C(C)CC(C)(C)N2C(=O)Nc1ccc(Cl)c(Cl)c1 (stereo not given)
  A: 1.5	B: -2	C: 1	D: 0.0
COC(=O)c1cc(S(=O)(=O)NCc2ccccc2Cl)c[nH]1
  A: 0.0	B: 13	C: 0	D: 0.0
C=CCn1c(-c2cccc([N+](=O)[O-])c2)n[nH]c1=S
  A: -0.7	B: -12	C: 2	D: 0.0
COc1ccc(CCNC(=O)C(=O)NC2CC2)cc1
  A: -0.3	B: 10	C: 14	D: 0.1
CC1C2CCCN2CCN1Cc1c(F)cccc1F (stereo not given)
  A: 1.2	B: 13	C: 2	D: 0.9
CC1=C(C(=O)OCc2ccccc2)Sc2ccccc2N1
  A: 0.9	B: -5	C: -1	D: -0.2
CCOC(=O)C1CCCN(C(=O)N(CC)CC)C1 (stereo not given)
  A: 1.1	B: 15	C: 7	D: 0.1
CCCCN(c1ccccc1)S(=O)(=O)c1ccc2c(c1)CCN2C(=O)CCC(=O)O
  A: -0.5	B: -4	C: -9	D: 0.2
CCCCN1C(=O)C(=O)N(CC(=O)NC(c2ccccc2)c2ccccc2)C1=O
  A: -0.3	B: 3	C: 2	D: 0.3
CCCCOc1cc(OCCCC)c2c3c(c(=O)oc2c1)CCC3
  A: 1.2	B: 0	C: -3	D: 0.1
Cc1ccc(C(=O)NN2C(=O)C3C4c5ccccc5C(C)(c5ccccc54)C3C2=O)cc1 (stereo not given)
  A: 0.5	B: 14	C: 9	D: 0.3
O=C(O)c1nc(NS(=O)(=O)c2ccc(Cl)cc2)n[nH]1
  A: 2.2	B: -11	C: 3	D: 0.0
CC(=O)c1cc(-c2ccc(F)cc2)n(CCC(=O)NCc2cccnc2)c1
  A: 0.1	B: 0	C: -2	D: -0.1
C=CCSc1nnc(N2C(=O)CC(c3ccccc3F)C3=C2CCCC3=O)s1 (stereo not given)
  A: 0.4	B: 4	C: 9	D: 0.1
CNC(=O)c1c(NC(=O)c2ccc(C(C)(C)C)cc2)sc(C)c1C
  A: -1.5	B: 8	C: -29	D: 0.7

Later entries:
Keys – A = GPR151 activ; B = MITF primary; C = TEAD-YAP block; D = FBW7 act
Cc1ccc(N/N=C/c2c(O)[nH]c(=S)[nH]c2=O)c(C)c1
  A: 0.6	B: 5	C: 12	D: 0.6
CCc1ccc(N(CC)C(=O)Cc2c(C(=O)O)n(C)c3ccccc23)cc1
  A: -1.0	B: 12	C: 6	D: 0.4
COc1ccc(-c2cc(C(=O)NCc3nc4ccccc4[nH]3)ccn2)cn1
  A: 1.1	B: 8	C: 1	D: -0.1
O=C(NCC1CCCO1)c1cc2ccccc2[nH]1 (stereo not given)
  A: 2.4	B: 3	C: -14	D: 0.0
COC(=O)c1ccccc1NC(=O)c1nn2cccnc2c1Cl
  A: 1.1	B: 11	C: 6	D: 0.7
C1CN(CCN2CCNCC2)CCN1
  A: 0.0	B: -7	C: -7	D: 0.0
O=C(Cc1ccccc1Cl)N1CCCC(c2nc(-c3cccnc3)n[nH]2)C1 (stereo not given)
  A: 0.9	B: 16	C: 20	D: 0.0
Cc1nn(Cc2ccccc2Cl)c(C)c1NC(=O)c1noc(C(C)C)c1[N+](=O)[O-]
  A: -0.8	B: 6	C: 13	D: -0.2
C(=N\N=C(c1ccccc1)c1ccccc1)/c1ccncc1
  A: 0.4	B: 16	C: -9	D: 0.3
O=C(CC1Sc2ccccc2NC1=O)Nc1cc(C(F)(F)F)ccc1Cl (stereo not given)
  A: 0.1	B: 8	C: 6	D: 1.2
CCSc1nnc(-c2cccc(S(=O)(=O)N(C)C)c2)n1-c1cccc(OC)c1
  A: 0.4	B: 6	C: -2	D: 0.0
Cc1ccc(C(=O)NC(NCCc2c[nH]c3ccccc23)(C(F)(F)F)C(F)(F)F)cc1
  A: 0.0	B: 11	C: -1	D: 0.1
CCC([N+](=O)[O-])C1(O)C(=O)Nc2ccccc21 (stereo not given)
  A: -1.5	B: 5	C: 0	D: -0.2
Cc1ccc(-c2nc(COC(=O)CCN=C3NS(=O)(=O)c4ccccc43)cs2)cc1
  A: -1.7	B: 18	C: -10	D: 0.3
O=[N+]([O-])c1cccc(-c2noc(CCC3CCCC3)n2)c1
  A: -0.8	B: 0	C: -4	D: 0.1

Later entries
Keys – A = GPR151 activ; B = MITF primary; C = TEAD-YAP block; D = FBW7 act
CCN(CC)/C(=N/S(=O)(=O)c1ccc(C)cc1)c1ccccc1
  A: -0.6	B: 13	C: 0	D: 0.0
COc1cccc2cc(C(=O)N3CCN(c4cccc(C(F)(F)F)c4)CC3)c(=O)oc12
  A: -1.8	B: -3	C: -3	D: -0.1
Fc1cc(-c2ccnc(Nc3cccc(CN4CCOCC4)c3)n2)cc(N2CCOCC2)c1
  A: -1.2	B: 3	C: 53*	D: -0.2
Cc1cccc(Nc2nc3nonc3n3cnnc23)c1C
  A: 5.8*	B: -3	C: -2	D: -0.2
COc1ccccc1-n1nc(C(=O)Nc2ccc(F)cc2)c2ccccc2c1=O
  A: 0.5	B: 6	C: -3	D: -0.1
O=C(Nc1ccc(Cl)cn1)C1CCCN1S(=O)(=O)c1cccc2ccccc12 (stereo not given)
  A: -1.0	B: -2	C: -10	D: -0.1
O=C(CCc1ccccc1)N/N=C/c1cc2c(cc1[N+](=O)[O-])OCO2
  A: -1.4	B: 8	C: 6	D: 0.0
CCCN(CCC)C(=O)c1ccc2c(c1)N(Cc1ccccc1)C(=O)CS2=O (stereo not given)
  A: 3.1	B: 12	C: -1	D: 0.3
O=C(O)CC(NCc1cccnc1)c1cccs1 (stereo not given)
  A: -1.0	B: 2	C: 4	D: -0.1
COc1ccc(C)cc1NC(=O)C/C(C)=N/NC(=O)c1cccc(Br)c1
  A: 1.0	B: 7	C: -23	D: -0.1
Cc1cccc(NC(=O)CN2C(=O)CCc3ccccc32)c1
  A: 0.1	B: 3	C: -11	D: 0.1
CCCCNCCOc1ccc(C)cc1Cl
  A: -1.3	B: 6	C: -15	D: 0.0
CCN1C(=O)C(C)(C)COc2cc(NS(=O)(=O)c3ccccc3)ccc21
  A: 1.1	B: 3	C: -3	D: -0.1
COc1cccc(-n2cccc2/C=C2/C(=N)N3C(=NC2=O)SN=C3S(C)(=O)=O)c1
  A: 2.8	B: 3	C: -18	D: 0.2
COc1ccc(C(N)CCc2ccc(C)o2)cc1 (stereo not given)
  A: -1.0	B: 8	C: 5	D: -0.1

Additional records follow:
Keys – A = GPR151 activ; B = MITF primary; C = TEAD-YAP block; D = FBW7 act
NC(=O)c1ccccc1NC(=O)c1cccc(I)c1
  A: -2.0	B: 6	C: -52	D: 0.2
COCC(=O)N(C)C(Cc1ccc(F)cc1)C1CCN(C(=O)CC2=CCCCC2)CC1 (stereo not given)
  A: 0.3	B: -6	C: -4	D: -0.1
C(=N\Nc1nc2ccccc2[nH]1)/C1CCCCC1
  A: -0.7	B: 5	C: -25	D: -0.3
CC1Cc2scc[n+]2-c2ccccc2N1C=O (stereo not given)
  A: 1.3	B: 11	C: 6	D: 0.1
CC1CCCN(c2nnc(NC(=O)Nc3ccc(F)cc3)s2)C1 (stereo not given)
  A: 0.4	B: -2	C: 3	D: -0.2
O=C(c1ccccc1)c1ccc(OCCO)cc1
  A: -0.5	B: 28	C: -11	D: 0.0
N#Cc1ccc(NC(=O)COC(=O)CSc2ccccc2)cc1
  A: -1.0	B: 6	C: 4	D: 0.1
O=C(CSc1nc2ccccc2o1)Nc1ccc(I)cc1
  A: -1.8	B: 4	C: -19	D: 0.4
COc1ccc2nc(NC(=O)C3CC=C(C)CC3C(=O)O)sc2c1 (stereo not given)
  A: -1.4	B: -15	C: 1	D: 0.2

Of the compounds above, two contain bromine:
Keys – A = GPR151 activ; B = MITF primary; C = TEAD-YAP block; D = FBW7 act
Brc1ccc(-c2cnnc(N3CCCC3)n2)cc1
  A: -1.6	B: 4	C: 10	D: 0.1
COc1ccc(C)cc1NC(=O)C/C(C)=N/NC(=O)c1cccc(Br)c1
  A: 1.0	B: 7	C: -23	D: -0.1

Screening data (PubChem)
